NPSR antag = neuropeptide S receptor (human) antagonism, cAMP; CHO-NPSR cells, cAMP TR-FRET, antagonist mode; 1% of 220,000 active; Q6W5P4; Potency, µM (titrated, usually from 38.3 µM), for the others: top-dose activity change, negative = inhibition, actives largely listed as inhibitors; AID 1461; further: on the % scale 0 is the no-effect control and ±100 the full control effect; nearly all actives have a fitted effect of over 50% in size; many of its hits are not listed in these tables
GAA glycogen mod = inhibitors or activators of human alpha-glucosidase glycogen cleavage; P10253; recombinant GAA, glycogen substrate, Amplex Red glucose oxidase fluorescence; Potency, µM (titrated, usually from 76.4 µM), without a hit: at the top dose activity change, negative = inhibition, most hits filed as inhibitors; 0.38% of 300,000 active; AID 2100;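 further: 0% = full enzyme reaction and -100% = no-enzyme basal signal; the screen sought inhibitors and activators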
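Recombinant enzyme (4 nM final) with compounds titrated up to 77 uM and bovine liver glycogen (30 ug) in citrate pH 5.0, 0.01% Tween-20, 37 C 40 min. Released glucose detected by Amplex Red/glucose oxidase (Ex 573/Em 610); AC50 from Hill fits.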
GLA spleen mod = inhibits or activates alpha-galactosidase in human spleen homogenate; 0.008% of 240,000 active; AID 2107; Potency, µM (titrated, usually from 80 µM), inactives show top-dose activity change, negative = inhibition, most hits filed as inhibitors; P06280; human spleen homogenate, 4MU-alpha-Gal fluorescence, 40 min;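 further: 0% = enzyme with vehicle and -100% = no enzyme basal signal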
Target sequence (P06280 32-429 limits assumed): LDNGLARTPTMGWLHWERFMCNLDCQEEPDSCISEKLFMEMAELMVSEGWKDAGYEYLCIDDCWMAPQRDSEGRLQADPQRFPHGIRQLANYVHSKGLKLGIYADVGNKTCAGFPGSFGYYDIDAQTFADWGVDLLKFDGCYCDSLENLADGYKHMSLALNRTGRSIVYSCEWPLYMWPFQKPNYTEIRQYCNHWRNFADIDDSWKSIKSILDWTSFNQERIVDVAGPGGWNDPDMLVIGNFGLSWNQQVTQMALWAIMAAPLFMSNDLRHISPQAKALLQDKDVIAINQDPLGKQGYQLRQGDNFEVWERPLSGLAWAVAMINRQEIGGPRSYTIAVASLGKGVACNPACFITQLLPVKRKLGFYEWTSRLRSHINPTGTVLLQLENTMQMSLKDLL
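Fluorogenic readout (Ex 365/Em 440 nm) of 4-methylumbelliferone released from 1 mM 4-MU-alpha-galactoside by spleen homogenate, 40 min at 37C, pH 5.0. Data normalized to no-enzyme and enzyme controls; Hill-equation AC50 from compound titrations.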
ALDH1A1 inh = ALDH1A1 (human) enzyme inhibition. P00352. Purified ALDH1A1, NADH fluorescence, propionaldehyde substrate. Potency, µM (top dose mostly 75.3 µM), for inactives: at the highest dose activity, negative = inhibition, hits mostly inhibitors. 7.3% of 220,000 active. AID 1030; active means well fitted inhibition curve with a large enough effect, not every such curve was filed as active; inconclusive means small, poorly fitted or top-dose-only effect, or another doubt; inactive means no such curve, though single readings can be large or run the other way;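 further: plate controls were no enzyme wells and a reference inhibitor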
Epigenetic derep = epigenetic control regulation, reporter derepression; 0.2% of 280,000 active; murine LDR cells, GFP reporter derepression, 30 h; AID 1865; Potency, µM (series often up to 53.9 µM), without a hit: top-dose GFP activation, usual class: activators; further: % of control where 0% means no effect; nearly all actives have a fitted effect of over 60% in size
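Readout is the number of GFP-expressing murine LDR cells, counted by cytometry following washing. Cells were treated with compound for 30 h at 37 C; the stably integrated CMV-GFP locus is normally silent.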
GAA spleen mod = inhibits or activates alpha-glucosidase in human spleen homogenate; human spleen homogenate, 4-MU-alpha-glucoside fluorescence; Potency, µM (series often up to 79.9 µM), without a hit: at the top dose activity change, negative = inhibition, most hits filed as inhibitors; 0.006% of 240,000 active;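 further: 0% = enzyme with vehicle and -100% = no enzyme basal signal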
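AC50 values come from Hill-equation fits of concentration-response data, normalized to no-enzyme and full-activity controls. Enzyme source: 1 ug human spleen homogenate; 1 mM fluorogenic 4-MU glucoside, pH 5.0 citrate buffer, 37 C, 40 min.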
GAA inh = inhibitors of human lysosomal alpha-glucosidase. 0.005% of 200,000 active. purified human GAA, 4-MU-alpha-glucoside fluorescence. Potency, µM (series often up to 76.9 µM), inactives show at the top dose activity change, negative = inhibition, hits mostly inhibitors. AID 1466. P10253;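 further: plate controls were uninhibited enzyme wells for no effect and no-enzyme background for full effect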
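qHTS format, compound range up to 77 uM. Human lysosomal enzyme at 4 nM, 400 uM 4-MU glucoside substrate, pH 5.0, 20 min room temperature; fluorescence after alkaline stop gives activity normalized to controls.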
Tau fluor counter = counter-screen for tau fibril formation inhibitors | tau K18 P301L Alexa594 fluorescence, heparin fibrillization | Potency, µM (highest dose often 57.7 µM), inactives show at the top dose activity change, negative = decrease | 0.93% of 280,000 active; further: on the % scale 0 is the no-effect control and ±100 the full control effect; nearly all actives have a fitted effect of over 55% in size
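Human tau K18 P301L (15 uM unlabeled, 0.24 uM Alexa 594-labeled) in 100 mM sodium acetate pH 7 with 20 uM heparin, 6 hr at 37 C. ThT 30 uM added, 1 hr ambient; Alexa 594 FP and total fluorescence read at 555/632 nm.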
* marks the source's active call; other numbers are inactive results; u = inconclusive; x = not tested or not shown; & = joins results of further samples; [ ] = another dose, or the depositor's remark. Unless noted, the call rests on the fitted dose curve; in most records, active means well fitted curve in the direction sought with a large enough effect; inconclusive means small, poorly fitted or top-dose-only effect, or another doubt; inactive means no such curve, though single readings can be large; an effect the other way counts as inactive or inconclusive. Potency means the concentration at half of the fitted maximal effect.

SMILES	NPSR antag	GAA glycogen mod	GLA spleen mod	ALDH1A1 inh	Epigenetic derep	GAA spleen mod	GAA inh	Tau fluor counter
CCC1C(=O)OC[C@H]1Cc1cncn1C (some centres not stated)	x	x	-2%	4%	0.0%	-18%	x	-7%
CC1Cc2ccccc2N1NC(=O)c1ccc(Cl)c(S(N)(=O)=O)c1 (configuration not stated)	-4%	u	7%&5%	u	1.1%&-1.3%	5%&3%	-18%[15.4 µM]	-5%&-6%
CC[C@@H]1C(=O)OC[C@@H]1Cc1cncn1C	-31%	5%&-1%&3%	-3%&-10%&-2%&10%&4%	6%&3%&6%&-5%	-2.7%&1.1%&1.2%&-1.2%&0.0%	-6%&-7%&6%&-5%&-2%	-2%&1%&-3%[15.4 µM]	-9%&-12%&0%&-13%&-3%

In the list so far, 2 contain nitrogen in an aromatic ring:
SMILES	NPSR antag	GAA glycogen mod	GLA spleen mod	ALDH1A1 inh	Epigenetic derep	GAA spleen mod	GAA inh	Tau fluor counter
CCC1C(=O)OC[C@H]1Cc1cncn1C (some centres not stated)	x	x	-2%	4%	0.0%	-18%	x	-7%
CC[C@@H]1C(=O)OC[C@@H]1Cc1cncn1C	-31%	5%&-1%&3%	-3%&-10%&-2%&10%&4%	6%&3%&6%&-5%	-2.7%&1.1%&1.2%&-1.2%&0.0%	-6%&-7%&6%&-5%&-2%	-2%&1%&-3%[15.4 µM]	-9%&-12%&0%&-13%&-3%

Quoted from the listing:
Reading of CCC1C(=O)OC[C@H]1Cc1cncn1C (some centres not stated) in Epigenetic derep: 0.0%
Reading of CC1Cc2ccccc2N1NC(=O)c1ccc(Cl)c(S(N)(=O)=O)c1 (configuration not stated) in GAA inh: -18%[15.4 µM]

One compound at a time, as listed above. Order of values: NPSR antag	GAA glycogen mod	GLA spleen mod	ALDH1A1 inh	Epigenetic derep	GAA spleen mod	GAA inh	Tau fluor counter
CCC1C(=O)OC[C@H]1Cc1cncn1C (some centres not stated) is entered as x	x	-2%	4%	0.0%	-18%	x	-7%
CC1Cc2ccccc2N1NC(=O)c1ccc(Cl)c(S(N)(=O)=O)c1 (configuration not stated) is entered as -4%	u	7%&5%	u	1.1%&-1.3%	5%&3%	-18%[15.4 µM]	-5%&-6%

Source: PubChem BioAssay

Some of the compounds tested (hit frequency here may not be typical).
